APJ agonist: agonists of human APJ apelin receptor. CHO-K1 APJ PathHunter beta-arrestin, luminescence; 0% DMSO wells, 100% apelin. activation, % at 20 µM. 0.11% of 330,000 active. AID 2520;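 active means activation more than six SD over the plate average, tested at 20 µM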;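 further: 0% = DMSO alone and 100% = apelin-13 at 10 nM; some results filed as inactive read as strong as hits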
Target sequence (P35414 whole entry, looked up): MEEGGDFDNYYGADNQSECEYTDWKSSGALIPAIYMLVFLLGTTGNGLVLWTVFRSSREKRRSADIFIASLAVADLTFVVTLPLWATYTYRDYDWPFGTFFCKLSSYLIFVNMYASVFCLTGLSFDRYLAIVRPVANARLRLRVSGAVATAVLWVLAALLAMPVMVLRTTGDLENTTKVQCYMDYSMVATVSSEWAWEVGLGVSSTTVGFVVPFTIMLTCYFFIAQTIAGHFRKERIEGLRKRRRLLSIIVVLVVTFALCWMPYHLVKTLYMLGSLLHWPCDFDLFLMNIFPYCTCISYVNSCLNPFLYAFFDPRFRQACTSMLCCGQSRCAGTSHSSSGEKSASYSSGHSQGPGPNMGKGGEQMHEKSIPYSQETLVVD
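Test system – PathHunter CHO-K1 APJ (AGTRL-1) beta-arrestin reporter cells · Input – 1000 cells/well · Compound – single test compound dose, 20 µM final, 1% DMSO · Times – compound stimulation 90 min at 25 °C, detection 60 min · Technique – beta-gal luminescence · Read-out basis – APJ–arrestin association signal · Control set – negative DMSO alone, positive Apelin-13 at 10 nM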
tim10-1 inh: growth inhibitors of tim10-1 mutant yeast; S. cerevisiae tim10-1 ts strain growth, BacTiter-Glo, 24 h; inhibition, % at 20 µM; 2.2% of 330,000 active;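 active means inhibition of at least 40%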;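 further: mutant grown at 25 °C; 0% = DMSO wells with yeast and 100% = wells holding no yeast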
XBP1 UPR activ: adaptive UPR (XBP1) activation; CHO-XBP1 luciferase reporter, IRE1-XBP1 UPR activation, luminescence; percent of tunicamycin response, DMSO as zero; activation, % at 20 µM; 0.33% of 330,000 active;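 active means versus positive control, 20 µM dose yields 30% or more activation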;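 further: 100% = tunicamycin at 10 µg/mL and 0% = DMSO only wells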
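Material: CHO cell line with stable XBP1 luciferase reporter; schedule: 16-18 h cell attachment at 37 °C, then 6 h compound exposure; signal: glow luminescence from Steady-Glo reagent; medium: serum-containing F12 medium, 10% FBS; benchmarks: tunicamycin 10 µg/mL and vehicle-only wells; read-out: percent activation relative to tunicamycin reference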
APJ antag: blocks the human apelin receptor APJ; CHO-K1 APJ beta-arrestin complementation, luminescence; inhibition, % at 20 µM; 0.32% of 330,000 active;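 active means inhibition above about 40% at 20 µM, limit read from the data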;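 further: cells challenged with 10 nM apelin-13 agonist together with compound; plate controls were apelin-13 plus DMSO wells for no effect and DMSO wells lacking apelin-13 for full effect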
TIM10 inh: growth inhibitors of TIM10 yeast strain | S. cerevisiae TIM10 strain growth, BacTiter-Glo luminescence, 24 h | inhibition, % at 10 µM | 1.4% of 330,000 active | AID 463195;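 active means inhibition of 40% or more at the single tested concentration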;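 further: wild-type TIM10 isogenic control strain grown at permissive 25 °C; 0% = DMSO yeast wells and 100% = minimal medium wells without yeast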
CXCR6 inh: CXCR6 (human) receptor inhibition | O00574 | CHO-K1 PathHunter CXCR6 beta-arrestin, luminescence | inhibition, % at 20 µM | 0.36% of 360,000 active | AID 602244; in the data active means inhibition above about 34%, passing the limit was not always enough;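 further: antagonist mode with CXCL16 agonist at 10 nM final; 0% = 10 nM CXCL16 with DMSO and 100% = unstimulated wells without agonist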
Target sequence (O00574 whole entry, looked up): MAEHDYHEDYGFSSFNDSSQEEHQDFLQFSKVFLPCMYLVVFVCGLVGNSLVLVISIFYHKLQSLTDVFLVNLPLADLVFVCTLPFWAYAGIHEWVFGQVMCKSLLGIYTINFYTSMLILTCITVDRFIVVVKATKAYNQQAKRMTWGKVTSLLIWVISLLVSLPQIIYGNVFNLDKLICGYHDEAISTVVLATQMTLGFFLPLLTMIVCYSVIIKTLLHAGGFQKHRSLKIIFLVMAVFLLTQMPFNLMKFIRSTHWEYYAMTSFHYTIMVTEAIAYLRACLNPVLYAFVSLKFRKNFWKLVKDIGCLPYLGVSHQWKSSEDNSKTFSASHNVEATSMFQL
Mdm2-MdmX inh: disrupts the human Mdm2-MdmX interaction. O15151+Q00987. SaOS-2 split-luciferase Mdm2/MdmX complementation, luminescence. inhibition, % at 8 µM. 3% of 330,000 active. AID 485346;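 active means inhibition of at least 50% at 8 µM in the primary screen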
CHOP UPR activ: activators of apoptotic arm of unfolded protein response (CHOP); CHO-CHOP luciferase reporter, UPR activation, luminescence; percent of tunicamycin response over DMSO baseline; activation, % at 10 µM; 0.34% of 330,000 active;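 active means at 10 µM dose, activation of 40% or more, normalized to positive control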;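 further: 100% = tunicamycin at 10 µg/mL and 0% = DMSO alone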
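System: CHO-CHOP luciferase reporter cell line | Buffer or medium: F12 medium containing 10% fetal bovine serum | Doses: One dose, 10 µM in 0.5% DMSO | Times: 6 h compound exposure at 37 °C after overnight seeding | Signal: Luciferase luminescence | Read-out: % activation vs tunicamycin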
tim23-1 inh: tim23-1 yeast growth inhibition; S. cerevisiae tim23-1 growth, BacTiter-Glo luminescence, 24 h; inhibition, % at 20 µM; 1.3% of 330,000 active;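 active means growth inhibition of the mutant yeast at or above 50%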;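 further: temperature-sensitive mutant grown at 25 °C; plate controls were DMSO-treated mutant yeast for no effect and medium wells lacking yeast for full effect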
Numbers without * were called inactive.

SMILES	APJ agonist	tim10-1 inh	XBP1 UPR activ	APJ antag	TIM10 inh	CXCR6 inh	Mdm2-MdmX inh	CHOP UPR activ	tim23-1 inh
C/C(=N\OCC(=O)OC(C)C(=O)Nc1ccc(C(N)=O)cc1)c1ccc2c(c1)OCO2 (configuration not stated)	-1	-23	-4	0	2	-11	21	2.3	-6
COc1ccc(/C=N/NC(=O)c2ccc(-n3cnnn3)cc2)cc1	-3	-3	-2	-14	3	-3	5	-1.3	-17
Cc1nn(CC(=O)N(C)C)c(=O)c2ccccc12	2	6	-2	-5	-3	-12	-35	3.7	8
CCOC(=O)C1CCCN(C(=S)NC2CCCC2)C1 (configuration not stated)	-2	14	9	-4	12	-16	8	-0.6	-7
COc1ccc(CNC(=O)CCCn2nc(C)n3c(cc4sccc43)c2=O)cc1	-2	10	-2	-16	9	0	6	0.3	10
Cc1c(NC(=O)Nc2ccc(Cl)cc2Cl)c(=O)n(-c2ccccc2)n1C	1	-9	-1	-13	-3	7	-19	-0.2	8
CN(Cc1ccon1)Cc1cn[nH]c1-c1ccc(-c2ccccc2)cc1	0	37	2	6	6	-9	10	1.5	15
CCc1cc2c(=O)n(Cc3ccco3)c(SCc3c(C)noc3C)nc2s1	-1	29	1	0	13	11	72*	1.0	26
CCOc1ccc(CC(=O)N2CCN=C2SCc2ccc([N+](=O)[O-])cc2)cc1	-2	24	0	-8	-13	-5	-10	-1.6	31
COc1ccc(N(CC(=O)NCCc2ccccc2)C(=O)CCC(=O)Nc2nccs2)cc1	-3	-3	4	19	9	-1	5	-0.5	-7
CC(=O)c1cccc(Nc2nc3ccccc3n3cnnc23)c1	2	5	5	6	-4	-11	36	-0.1	-4
CCOC(=O)c1c(C)[nH]c(C)c1S(=O)(=O)NC(C)Cc1ccco1 (configuration not stated)	-1	3	-5	18	5	2	21	1.4	5
CCN(CC)C(=O)/C=C/c1ccccc1	-2	-4	0	-7	-5	0	-7	4.2	13
CCc1nc(SCC(=O)Nc2ccccc2Cl)n[nH]1	0	10	0	-23	-7	-4	-16	2.1	5
N#Cc1ccc(S(=O)(=O)N2CCN(C(=O)C3CC(=O)N(c4ccc5c(c4)OCCO5)C3)CC2)cc1 (configuration not stated)	-3	-5	-2	-13	8	6	12	-1.0	0
CCn1cc(C(=O)NC(=S)Nc2sc3c(c2C(=O)OC)CCCCCC3)cn1	1	17	60*	8	12	-2	42	71*	-9
C=CCn1c(C(C)NC(=O)c2ccccc2C)n[nH]c1=S (configuration not stated)	-3	-2	-1	1	14	-8	-35	-0.2	0
CCCCCc1nnc(N)s1	-4	9	-1	-7	6	0	-18	0.6	-4
COc1cccc(C(=O)Nc2cc(C)nn2-c2ccccc2)c1OC	-2	13	11	-4	-6	-10	7	-1.1	29
Cc1nc(SCC(=O)N2CCCCCC2)[nH]c(=O)c1C	-4	2	4	26	0	0	13	-0.3	8
COC(=O)CNC(=O)COC(=O)/C=C/c1ccc2ccccc2n1	-4	34	-4	0	14	0	21	1.5	22
CCOC(=O)C1=C(CNCCc2ccc(Cl)cc2)NC(=O)NC1c1cccc([N+](=O)[O-])c1 (configuration not stated)	-2	9	-1	-13	6	10	22	-0.6	16
CCCCC(c1nnnn1CC1CCCO1)N1CCN(c2cccc(C)c2C)CC1 (configuration not stated)	-1	17	-3	-14	6	4	10	0.9	19
C[C@H](CO)N1C[C@H](C)[C@@H](CN(C)Cc2ccc(Cl)c(Cl)c2)Oc2c(NC(=O)C3CC3)cccc2C1=O	1	8	-4	14	3	-3	21	3.0	21
COc1ccc(CC(=O)NC(c2ccccc2)c2ccccc2)cc1S(=O)(=O)N1CCOCC1	2	3	-1	-16	10	0	-14	-0.6	-4

Compound profiles, as listed above. Order of screens: APJ agonist | tim10-1 inh | XBP1 UPR activ | APJ antag | TIM10 inh | CXCR6 inh | Mdm2-MdmX inh | CHOP UPR activ | tim23-1 inh
CCOC(=O)C1=C(CNCCc2ccc(Cl)cc2)NC(=O)NC1c1cccc([N+](=O)[O-])c1 (configuration not stated) is entered as -2 | 9 | -1 | -13 | 6 | 10 | 22 | -0.6 | 16
CCOC(=O)C1CCCN(C(=S)NC2CCCC2)C1 (configuration not stated) is entered as -2 | 14 | 9 | -4 | 12 | -16 | 8 | -0.6 | -7
CCN(CC)C(=O)/C=C/c1ccccc1 is entered as -2 | -4 | 0 | -7 | -5 | 0 | -7 | 4.2 | 13
COc1ccc(CNC(=O)CCCn2nc(C)n3c(cc4sccc43)c2=O)cc1 is entered as -2 | 10 | -2 | -16 | 9 | 0 | 6 | 0.3 | 10

(next part)
SMILES	APJ agonist	tim10-1 inh	XBP1 UPR activ	APJ antag	TIM10 inh	CXCR6 inh	Mdm2-MdmX inh	CHOP UPR activ	tim23-1 inh
Cc1ccc(OCC(=O)Nc2ccc(N3CCN(C(=O)c4ccco4)CC3)cc2)cc1	0	3	-1	14	18	-3	-3	-0.9	14
O=C(CSc1nc2ccccc2[nH]1)c1ccccc1F	0	21	1	16	10	-10	-82	4.1	21
O=C(N1CCN(c2ncccn2)CC1)C12CC3CC(CC(C3)C1)C2	1	5	0	12	25	-9	-5	0.7	36
CCOCCCNCc1cc(Br)ccc1OCC	-5	8	-2	0	-7	4	1	2.8	6
COC(=O)c1cnc(SCc2ccc(Cl)cc2)n1C	-3	-2	-2	5	-6	6	-9	2.7	-11
CC(C)NC(=O)C1COc2ccccc2O1 (configuration not stated)	0	9	0	3	9	-8	44	-2.4	2
C=CCNC(=S)NNC(=O)COc1c(Cl)cc(Cl)cc1Cl	-3	37	3	7	58*	8	-12	1.4	49
COc1ccc(-c2cc(C(=O)N/N=C(\C)c3cccnc3)c3ccccc3n2)cc1	-8	1	2	2	15	-4	-4	5.0	1
O=C(Nc1ccc(F)c(F)c1)c1cnc(-c2ccccc2)nc1-c1ccccc1	-1	13	7	-2	5	11	19	-0.2	-1
Cc1cccc(NC(=O)COC(=O)CCc2ccc(S(=O)(=O)N3CCOCC3)cc2)c1C	-1	6	-2	-18	15	7	-26	0.5	12
CC1CCc2nc(NC(=O)c3ccco3)sc2C1 (configuration not stated)	2	45*	-7	19	39	-4	18	-7.0	18
CCOc1ccc(N2C(=O)CC(S/C(N)=N/N=C/c3cccs3)C2=O)cc1 (configuration not stated)	-3	3	2	13	8	3	43	0.8	-7
Cc1ccc(S(=O)(=O)N2CCN(S(=O)(=O)N3CCOCC3)CC2)c(C)c1	-4	2	-3	5	4	1	23	-1.9	13
CC(=O)c1c(C)[nH]c(C(=O)OCC(=O)Nc2sc3c(c2C#N)CCCC3)c1C	-2	11	-1	-7	10	-11	30	3.9	0
Cc1cc(OCC(=O)Nc2cnn(CCCC(=O)O)c2)ccc1Cl	3	-9	-5	-33	-11	4	15	-2.0	-3
CCOC(=O)N=Nc1c(O)n(Cc2ccccc2)c2ccccc12	-6	29	3	-16	29	15	-6	0.8	23
CC12CCC(=O)N1C(C(=O)Nc1ccc(F)c(Cl)c1)CS2 (configuration not stated)	2	15	0	10	4	6	17	-0.8	12
Cn1c(SCC(=O)Nc2cccc(C(=O)O)c2)nnc1-c1cc2cc(Br)ccc2o1	-2	16	0	-18	1	6	-8	1.2	19
CC(=O)c1sc(Nc2cccc(C)c2)nc1C	-3	5	5	5	3	-2	8	5.2	25
CCn1cc(C(=O)NCc2ccco2)c(=O)c2cc(S(=O)(=O)N3CCCC3)ccc21	-3	3	3	23	-9	2	35	-1.8	-11
CCCSC1=C(C#N)C(c2ccc(Cl)cc2Cl)CC(=O)N1 (configuration not stated)	0	35	-2	-13	-1	-9	24	2.1	20
Cc1sc2ncn(CC(=O)NCC(=O)N3CCN(c4ccc(F)cc4)CC3)c(=O)c2c1C	0	-6	0	7	-7	-9	7	0.2	-2
COCCN1C(=O)N(c2ccccc2)C(=O)C1CC(=O)Nc1cc(OC)cc(OC)c1 (configuration not stated)	-1	-16	-1	13	-7	4	0	-1.0	0
CCn1c(C)nc2cc(C(=O)NNC(=O)c3ccc(Cl)nc3)ccc21	-1	9	-3	3	1	-4	-3	-1.2	12
CCc1c(C)[nH]c2c(C)cccc2c1=O	-2	-1	0	11	-18	4	-1	-0.9	-15

Of the compounds above, these contain a COOH group:
SMILES	APJ agonist	tim10-1 inh	XBP1 UPR activ	APJ antag	TIM10 inh	CXCR6 inh	Mdm2-MdmX inh	CHOP UPR activ	tim23-1 inh
Cc1cc(OCC(=O)Nc2cnn(CCCC(=O)O)c2)ccc1Cl	3	-9	-5	-33	-11	4	15	-2.0	-3
Cn1c(SCC(=O)Nc2cccc(C(=O)O)c2)nnc1-c1cc2cc(Br)ccc2o1	-2	16	0	-18	1	6	-8	1.2	19

With a hit mark in XBP1 UPR activ (from the list above):
| Compound | APJ agonist | XBP1 UPR activ | APJ antag | CXCR6 inh | Mdm2-MdmX inh |
| --- | --- | --- | --- | --- | --- |
| CCn1cc(C(=O)NC(=S)Nc2sc3c(c2C(=O)OC)CCCCCC3)cn1 | 1 | 60* | 8 | -2 | 42 |

Retrieved by compound from above, three records:
SMILES	APJ agonist	tim10-1 inh	XBP1 UPR activ	APJ antag	TIM10 inh	CXCR6 inh	Mdm2-MdmX inh	CHOP UPR activ	tim23-1 inh
CCOc1ccc(N2C(=O)CC(S/C(N)=N/N=C/c3cccs3)C2=O)cc1 (configuration not stated)	-3	3	2	13	8	3	43	0.8	-7
Cc1ccc(OCC(=O)Nc2ccc(N3CCN(C(=O)c4ccco4)CC3)cc2)cc1	0	3	-1	14	18	-3	-3	-0.9	14
Cc1cccc(NC(=O)COC(=O)CCc2ccc(S(=O)(=O)N3CCOCC3)cc2)c1C	-1	6	-2	-18	15	7	-26	0.5	12

Continuation.
SMILES	APJ agonist	tim10-1 inh	XBP1 UPR activ	APJ antag	TIM10 inh	CXCR6 inh	Mdm2-MdmX inh	CHOP UPR activ	tim23-1 inh
CCN1CCN(CCCNC(=O)c2cc3c(=O)[nH]c4ccccc4c3s2)CC1	0	-16	3	4	-3	-4	8	-1.8	-18
COc1cccc(C(=O)NCC2(c3ccc(OC)c(OC)c3)CCCC2)c1	-2	20	-3	-9	4	-10	22	-3.1	18
O=C(COC(=O)CNC(=O)c1cccc([N+](=O)[O-])c1)Nc1cccc(S(=O)(=O)N2CCCC2)c1	0	14	-1	-15	12	-7	2	2.4	12
CC(CNC(=O)c1cncc(O)c1)NC(=O)c1cncc(O)c1 (configuration not stated)	-4	-1	-1	4	1	-3	-11	1.2	3
COc1ccc(/C=N/NC(=O)c2ccc(=O)n(C)c2)cc1OC	-4	4	0	20	8	1	19	0.6	0
O=C(CN1CCN(c2ccc(O)cc2)CC1)Nc1ccc2c(c1)OCCCO2	8	-5	-1	-42	3	-14	16	-0.8	5
Cc1ccc(C)c(NC(=S)NNC(=O)c2csc3c2CCCC3)c1	-7	37	-1	25	15	8	-25	1.6	19
O=C(O)[C@H](Cc1ccccc1)NC(=O)N1CCN(c2ccc(F)cc2)CC1	-3	6	-3	-13	2	-5	3	0.1	8

Not all compounds are listed (hit frequency here may not be typical).
